Screens deposited in PubChem BioAssay by several laboratories.
OPRM1-OPRD1 ag: OPRM1-OPRD1 heterodimerization agonism. P35372+P41143. cells, luminescence. activation, % at 9.3 µM. 340,000 tested, 0.3% active. AID 504326; in the data active = activation above about 18%;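 also: 0% = vehicle-treated cells and 100% = reference agonist; values of inactives mirror those of a sister screen read the other way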
Target sequence (P35372 whole entry, looked up): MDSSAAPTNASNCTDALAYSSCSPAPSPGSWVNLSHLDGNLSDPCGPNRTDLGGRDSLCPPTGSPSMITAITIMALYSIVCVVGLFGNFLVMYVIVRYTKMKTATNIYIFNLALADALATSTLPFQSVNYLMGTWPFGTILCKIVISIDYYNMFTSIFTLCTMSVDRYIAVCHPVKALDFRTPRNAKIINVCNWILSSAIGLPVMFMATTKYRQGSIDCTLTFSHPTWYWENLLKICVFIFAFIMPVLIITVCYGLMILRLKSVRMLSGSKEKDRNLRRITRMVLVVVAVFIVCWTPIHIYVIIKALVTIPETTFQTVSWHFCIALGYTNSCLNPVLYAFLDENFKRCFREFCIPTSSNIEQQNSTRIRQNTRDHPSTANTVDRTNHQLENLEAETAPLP
Target sequence (P41143 whole entry, looked up): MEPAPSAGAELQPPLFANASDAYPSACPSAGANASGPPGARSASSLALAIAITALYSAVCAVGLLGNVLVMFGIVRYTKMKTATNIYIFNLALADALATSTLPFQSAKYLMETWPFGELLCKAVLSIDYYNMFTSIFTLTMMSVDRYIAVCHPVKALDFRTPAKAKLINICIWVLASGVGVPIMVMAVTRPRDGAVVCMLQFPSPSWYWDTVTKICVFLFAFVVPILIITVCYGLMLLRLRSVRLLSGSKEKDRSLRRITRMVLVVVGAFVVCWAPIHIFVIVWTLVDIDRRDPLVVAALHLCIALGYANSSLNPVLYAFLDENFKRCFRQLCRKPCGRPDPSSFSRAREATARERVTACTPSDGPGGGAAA
PKA-R2B activ: activators of human PKA-R2B complex; P22694+P31323; 340,000 tested, 0.079% active; activation, % at 11.4 µM; AID 504700; PKA-R2B holoenzyme dissociation, Cy5-IP20 fluorescence polarization; R2B truncated from residue 108, S112A mutant; 0% DMSO only, 100% 113 µM cGMP;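 active = activation above a cutoff set at the mean over all compounds plus 3 SD, cut at about 18% in these data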;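 also: higher means more holoenzyme dissociation and a rise in polarization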
Ecoli viability: reduces bacterial viability in AddAB counter-screen | E. coli V3065 growth, OD600 absorbance, 18 h | inhibition, % at 11.9 µM | 330,000 tested, 0.27% active | AID 449728;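 active = inhibition above the campaign's mean inhibition across all tested compounds plus 3 SD, cut at about 9.9% in these data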;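 also: uninfected addAB+ strain grown without phage in ampicillin broth; 0% = DMSO wells and 100% = ciprofloxacin 0.95 µg/ml wells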
phage Ecoli inh: E. coli growth loss with phage present; growth absorbance; inhibition, % at 11.9 µM; 360,000 tested, 0.26% active; AID 651602; in the data active = inhibition above about 11%
PKA-R1A activ: PKA-R1A complex activation. PKA-R1A dissociation, Cy5-IP20 fluorescence polarization; scaled: DMSO 0%, 113 µM cGMP 100%. 340,000 tested, 0.083% active. activation, % at 11.4 µM. AID 504707. P00514+P68181;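 active = percent activation above the mean of all tested compounds plus 3 SD, cut at about 19% in these data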;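 also: higher means more PKAc released from R1A so a rise in polarization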
Tat export inh: inhibitors of E. coli Tat protein transport | E. coli MC4100 TorA-mCherry Tat export, fluorescence | inhibition, % at 10 µM | 340,000 tested, 0.036% active | AID 488895;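 active = mean replicate inhibition at least 50% and at least half of replicates individually reaching 50%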;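 also: exported cargo escapes ClpAP degradation while cytoplasmic cargo is degraded and loses fluorescence; 0% = median of neutral control wells and 100% = median of NaSCN control wells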
AddAB inh: less growth of phage-infected E. coli with AddAB; E. coli expressing H. pylori AddAB, absorbance growth; inhibition, % at 11.9 µM; 330,000 tested, 0.29% active; AID 435030; in the data active = inhibition above about 12%;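 also: 0% = vehicle wells of infected cells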
PfHsp90 set2: growth inhibition of yeast expressing Plasmodium Hsp90; inhibition, % at 9.4 µM; AID 504621; 310,000 tested, 0.32% active; S. cerevisiae expressing PfHsp90, BacTiter-Glo ATP, 48 h; yeast lacking PDR1 and PDR3 efflux regulators;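 active = every replicate shows inhibition above about 80%, whatever the replicate mean, limit read from the data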;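 also: 0% = DMSO neutral controls and 100% = 20 µM radicicol positive controls; yeast relying on Plasmodium falciparum Hsp90 in place of its own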
Mot1-301 SUMO: inhibitors of SUMOylation pathway: yeast Mot1-301 growth rescue; growth rescue, % at 18.8 µM; S. cerevisiae Mot1-301 growth rescue, ATP luminescence, 38.5C; percent above DMSO median, 100 means doubled; 320,000 tested, 1% active; AID 2716;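 active = every valid replicate shows activation above 250% relative to neutral control wells; inactive = the rest, any valid replicate at or below 250%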;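 also: OY570 slx delta 5 strain wells were the positive control but not used for scaling; some compounds called inactive have numbers as strong as hits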
MOR-DOR inv ag: mu-delta opioid heterodimer inverse agonism. P35372+P41143. cell-based MOR-DOR heterodimer luminescence. inhibition, % at 9.3 µM. 340,000 tested, 0.21% active. AID 504357; in the data active = inhibition above about 22%, passing the limit was not always enough;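 also: 0% = cells with DMSO and 100% = wells without cells with DMSO; values of inactives mirror those of a sister screen read the other way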
HTR5A inv ag: inverse agonist of human HTR5A in OPRM1-OPRD1 counter-screen. P47898. HTR5A cell line, luminescence, inverse agonism. inhibition, % at 9.3 µM. 340,000 tested, 0.083% active; in the data active = inhibition mostly above about 23%, no sharp cut-off; inactive = mostly below about 18%;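 also: 0% = cells with DMSO and 100% = no-cell wells with DMSO; some compounds called inactive have numbers as strong as hits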
The depositor's hits bear a star; . = not tested or not shown; & = joins results of further samples.

canonical_smiles | OPRM1-OPRD1 ag | PKA-R2B activ | Ecoli viability | phage Ecoli inh | PKA-R1A activ | Tat export inh | AddAB inh | PfHsp90 set2 | Mot1-301 SUMO | MOR-DOR inv ag | HTR5A inv ag
COc1cc(OC)cc(C(=O)n2cnnc2N)c1 | -0.7 | 6 | 1.2 | -0.2 | 2 | -3 | -1.2 | -6 | 5 | 3 | 14
COc1ccc(Nc2ncnc3ccc(Br)cc23)c(OC)c1 | -1.5 | -10 | 0.7 | 1.6 | -3 | -2 | 0.8 | -48 | -16 | 7 | -3
NC(=O)CSc1nnc2ccc(-c3ccc(F)cc3)nn12 | -2.0 | 4 | -0.1 | 0.1 | 4 | -1 | 0.3 | 3 | -5 | 10 | -7
CC1(C(=O)O)CCC(C(=O)Nc2cccc(F)c2)C1(C)C (stereo unspecified) | -2.4 | 2 | -3.1 | -1.8 | -5 | 8 | -0.1 | 4 | -13 | 11 | -1
Cc1ccc(CNC(=O)Cc2ccc(NC3=NC4CS(=O)(=O)CC4S3)cc2)cc1 (stereo unspecified) | -1.0 | -3 | -0.4 | 3.6 | 2 | 2 | 2.5 | 2 | 0 | 6 | -4
COc1ccc(N2CCN(C(=O)c3ccc(N(C)S(=O)(=O)c4ccc(OC)cc4)cc3)CC2)cc1 | -2.6 | -6 | -0.2 | 0.7 | -10 | 15 | 3.1 | 15 | 4 | 13 | -3
Cc1nc(CSc2nnc(N)s2)cs1 | -1.3 | -6 | 0.5 | 3.7 | -1 | -1 | 0.8 | . | -18 | 7 | 10
CCn1nnc2cc(C(=O)Nc3ccc(C(=O)OC(C)C)cc3)ccc21 | 2.4 | -3 | 1.0 | 3.1 | 3 | -1 | -0.4 | . | 25 | -12 | -9
Cc1cc(C)nc(NC2=NCCN2C(=O)NC2CCCCC2)n1 | -1.8 | 8 | -2.5 | 4.3 | 9 | -7 | 0.6 | 4 | 42 | 8 | -15
CCOC(=O)CNC(=S)N(CCCN1CCCCC1)Cc1cccs1 | -0.8 | -7 | -1.7 | 4.2 | 6 | -1 | 1.1 | -21 | 5 | 5 | -10
O=S(=O)(NCC(O)c1ccccc1)c1ccc(-c2ccccn2)s1 (stereo unspecified) | -2.2 | -5 | -4.1 | 3.1 | 7 | -6 | -2.7 | -6 | 15 | 12 | -43
COc1ccc(CCNC(=O)c2ccccc2NC(=O)CN2CCN(c3ccccc3O)CC2)cc1 | -3.7 | -4 | . | 5.9 | 5 | 2 | . | -21 | . | 18 | -7
CC(NC(=O)CCSCCC(=O)NC(C)c1ccccc1)c1ccccc1 (stereo unspecified) | -1.3 | 4 | 1.4 | 3.0 | -6 | -3 | 2.8 | 2 | -16 | 7 | -16
O=C(Nc1ccccc1F)c1ccc2snnc2c1 | -1.6 | 3 | 0.9 | 1.5 | -6 | 1 | 4.6 | -10 | 4 | 8 | -2
O=C(Nc1cc(S(=O)(=O)N2CCCCC2)ccc1Cl)C1=NN(c2ccccc2)C(=O)CC1 | -1.3 | -10 | -2.1 | 1.0 | 0 | -9 | 0.0 | 19 | 43 | 7 | 9
Cn1c(SCC(=O)Nc2ccc(N3CCOCC3)cc2)nnc1-c1ccco1 | 0.2 | -1 | -1.0 | 2.6 | -4 | -1 | 3.0 | 25 | -5 | -1 | -2
O=C(c1ccc(F)cc1)C(C(=O)N1CCCCC1)n1ccccc1=O (stereo unspecified) | -0.5 | -4 | 0.2 | 1.9 | -3 | 5 | 0.0 | -1 | -1 | 2 | -18
COc1ccc(NC(=O)CSc2nnc(Cn3c(=O)sc4ccccc43)n2C)cc1OC | -1.1 | 1 | 0.7 | 3.9 | -2 | -9 | 5.1 | -18 | -15 | 6 | 15
CCOc1ccc(NC(=O)CC2C(=O)N(c3ccc(OCC)cc3)C(=S)N2C2CC2)cc1 (stereo unspecified) | -0.5 | 1 | 0.3 | 1.0 | 11 | -10 | 2.1 | 14 | -6 | 3 | 8
O=C(Cn1cnc(Cl)c1Cl)c1ccc(F)cc1 | -4.8 | -4 | -0.4 | 4.3 | -9 | -1 | 1.1 | 7 | . | 22 | 7
O=C(Nc1ccccc1)c1sc(Cl)nc1-c1ccccc1 | 1.6 | 8 | 1.1 | 2.1 | 2 | 3 | 0.3 | -51 | -10 | -10 | -16
CC(C)CC(=O)Nc1ccc(F)c(Cl)c1 | -0.1 | -2 | 0.7 | 2.4 | -6 | 2 | 0.3 | . | -16 | 1 | 11
CN(C)S(=O)(=O)c1ccc(Cl)c(C(=O)OCC(=O)NC(=O)NC2CCCC2)c1 | 2.1 | -4 | 1.1 | 0.9 | 5 | 1 | 2.4 | . | -4 | -8 | 96*
O=C(OCC(=O)N1CCN(C(=O)COC(=O)c2ccccc2NCCO)CC1)c1ccccc1NCCO | 0.0 | -7 | . | 0.5 | 7 | -4 | . | . | . | 0 | 8
CC1(C)OC(=O)CC1C(=O)NCc1ccccc1 (stereo unspecified) | -0.8 | 3 | -0.8 | -0.3 | -5 | -6 | -0.5 | 15 | 11 | 5 | -19
CCc1nnc(NS(=O)(=O)c2ccccc2)s1 | -5.3 | -9 | -2.0 | -0.2 | -5 | 2 | 1.4 | 7 | 11 | 26 | -4
Cc1onc(-c2ccccc2)c1C(=O)NCCc1c[nH]c2ccccc12 | -3.1 | 6 | -2.0 | -1.6 | 2 | -7 | -0.5 | 7 | -12 | 16 | -12
COC(=O)c1c(NC(=O)c2ccco2)sc(C(=O)N2CCCC2)c1C | -0.5 | 5 | 1.7 | 1.6 | -8 | 3 | 0.6 | -20 | -12 | 3 | -15
COc1cccc(N/C=C/C(=O)c2ccc(C)cc2)c1 | -0.5 | -9 | -2.0 | 2.0 | -3 | -6 | -0.4 | -1 | 13 | 2 | 12
COc1ccc2oc(=O)cc(CN(C)Cc3ccccc3)c2c1 | 2.2 | 4 | -1.1 | 0.1 | 0 | 15 | 1.0 | -11 | 265 | -11 | -10

Complete entries from above. Order of screens: OPRM1-OPRD1 ag | PKA-R2B activ | Ecoli viability | phage Ecoli inh | PKA-R1A activ | Tat export inh | AddAB inh | PfHsp90 set2 | Mot1-301 SUMO | MOR-DOR inv ag | HTR5A inv ag
`CC1(C)OC(=O)CC1C(=O)NCc1ccccc1` (stereo unspecified) is entered as -0.8 | 3 | -0.8 | -0.3 | -5 | -6 | -0.5 | 15 | 11 | 5 | -19
`CN(C)S(=O)(=O)c1ccc(Cl)c(C(=O)OCC(=O)NC(=O)NC2CCCC2)c1` is entered as 2.1 | -4 | 1.1 | 0.9 | 5 | 1 | 2.4 | . | -4 | -8 | 96*
`O=C(Nc1ccccc1)c1sc(Cl)nc1-c1ccccc1` is entered as 1.6 | 8 | 1.1 | 2.1 | 2 | 3 | 0.3 | -51 | -10 | -10 | -16
`CCOc1ccc(NC(=O)CC2C(=O)N(c3ccc(OCC)cc3)C(=S)N2C2CC2)cc1` (stereo unspecified) is entered as -0.5 | 1 | 0.3 | 1.0 | 11 | -10 | 2.1 | 14 | -6 | 3 | 8

Next results.
canonical_smiles | OPRM1-OPRD1 ag | PKA-R2B activ | Ecoli viability | phage Ecoli inh | PKA-R1A activ | Tat export inh | AddAB inh | PfHsp90 set2 | Mot1-301 SUMO | MOR-DOR inv ag | HTR5A inv ag
CC(C)(O)C#Cc1ccc(CNC[C@H]2O[C@@H](n3cnc(C(N)=O)n3)[C@H](O)[C@@H]2O)s1 | -3.3 | -6 | . | -0.5 | 17 | 4 | . | -29 | . | 15 | -7
O=C(NCc1ccc(Cl)cc1)C1CCN(C(=O)c2ccc(Cl)cc2)CC1 | -1.9 | -16 | . | 1.5 | -9 | -2 | . | . | . | 10 | 14
O=S1(=O)N[C@@H](CC2CCCCC2)COc2cc(Br)ccc21 | 7.7 | -7 | 0.4 | -0.4 | -1 | -4 | 1.7 | 43 | . | -38 | -3
Cc1ccc(NCc2n[nH]c(=S)n2-c2cccc(Cl)c2)cc1 | -1.5 | 4 | -1.6 | 1.3 | -2 | 18 | 2.0 | -7 | -3 | 8 | 9
CCCOc1ccc(NC(=O)CC2Nc3ccccc3NC2=O)cc1 (stereo unspecified) | -1.8 | -1 | 1.0 | 6.4 | -8 | -9 | 3.9 | -10 | 571* | 9 | 18
CC(C)C(OC(=O)c1cc2sccc2n1C)C(=O)NCC1CCCO1 (stereo unspecified) | -3.9 | -3 | 1.6 | 0.5 | -3 | 0 | 3.3 | 3 | -12 | 22 | -3
Cc1cnc(NC(=O)C2=C(O)c3ccccc3S(=O)(=O)N2C)s1 | -2.5&-1.0&-1.2&-3.4 | 3&-1&11&-2 | -1.1&0.2&0.5&-1.6 | 3.9&2.9&4.7&5.0 | 0&-3&4&7 | 3&-8&-2&-11 | 0.5&0.2&0.8&-2.2 | -5&-11&25&3 | -6&19&-13&4 | 14&5&7&19 | 0&-44&-20&-9
O=C(NCc1n[nH]c(=S)n1-c1cccc(C(F)(F)F)c1)c1ccc(S(=O)(=O)N2CCCC2)cc1 | -1.1 | -1 | -0.6 | 4.2 | -11 | 1 | 1.4 | . | 2 | 7 | 6
O=C(O)CCS(=O)(=O)c1cccc2cccnc12 | -1.5 | -1 | -0.7 | 0.6 | -3 | 4 | 0.8 | -8 | -1 | 8 | -13
Cc1cc2ccccc2nc1SCC(=O)N1CCCC1 | -1.3 | 2 | -1.4 | -0.5 | 0 | 7 | 0.7 | -24 | 1 | 7 | 6
CCOc1ccc(S(=O)(=O)NCCC(=O)NCCc2ccc(OCC)c(OCC)c2)cc1 | -1.8 | -8 | 0.4 | 1.1 | -1 | -1 | 1.4 | . | 34 | 9 | -1
CC(C)(C)NC(=O)CN1CCCN(C(=O)c2cccc(S(=O)(=O)N3CCc4ccccc43)c2)CC1 | 0.9 | -3 | -0.2 | 2.3 | -12 | -3 | -2.3 | -33 | 6 | -4 | 2
OCCCC1CCCCN1Cc1nc(Cc2ccccc2Cl)no1 (stereo unspecified) | -1.4 | -7 | -0.7 | 0.6 | 10 | -5 | 2.4 | . | 5 | 7 | -6
Clc1ccc(/C=N/N2CCN(Cc3ccccc3Cl)CC2)cc1 | 1.4 | -16 | -2.1 | 1.5 | -8 | 0 | -0.8 | 10 | 29 | -10 | 3
COC(=O)Cc1c(O)ccn(CCc2c[nH]c3ccccc23)c1=O | -2.3 | 12 | 0.7 | 3.8 | -3 | 3 | -2.5 | 32 | -1 | 12 | 11
CCCc1nn(C)c2c1C(c1ccncc1)C(C#N)=C(N)O2 (stereo unspecified) | -2.0 | -8 | -2.8 | 1.7 | -2 | 13 | 0.3 | -10 | 88 | 8 | 10
O=C(Nc1ccc(CN2CCCCC2)cc1)c1ccc(Br)o1 | 1.6 | 6 | 2.4 | 2.5 | -3 | -6 | 0.9 | -13 | . | -9 | -1
CC(C)CC(=O)N1CCC(N2CCN(c3ccccc3)CC2)CC1 | -0.8 | -7 | -2.0 | 1.4 | -10 | -10 | -0.6 | -17 | -11 | 4 | 22
